LANA DNA inh: inhibitors of KSHV C-LANA binding to DNA, primary screen, biochemical, fluorescence polarization, FAM-LBS DNA, MBP-C-LANA, single point; inhibition, % at 9 µM; 0.078% of 340,000 active; Kaposi's sarcoma herpesvirus LANA C-terminal domain (residues 932-1162) DNA binding;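 active = highest replicate inhibition at or above 60% at 9 µM, even if other replicates fall short; inactive = all replicates below 60% inhibition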;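 note: 0% = neutral control wells and 100% = 4 µM acridine orange control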
V-ATPase pHluor: regulators of yeast V-ATPase proton pumping, primary screen, pHLuorin cytosolic pH fluorescence | response, % at 10 µM | 0.37% of 350,000 active | S. cerevisiae; in the data active = response mostly above about 7.3%, no sharp cut-off; inactive = mostly below about 5.4%; note: actives read high; inactives centre near 0; some compounds called inactive have numbers as strong as hits; reference of the scale not given here
Arrestin-AP2 inh: inhibitors of beta-arrestin/AP2 binding, primary screen, biochemical, GPCR trafficking, flow cytometry; 0.31% of 340,000 active; inhibition, % at 10 µM; beta-arrestin 1 C-terminal peptide binding to AP2 beta2-adaptin appendage (human); FITC-arrestin peptide / GST-AP2 beads; AP2 beta2 appendage carries R879A mutation;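 active = inhibition above a set limit, near 3 SD of compounds lacking own fluorescence, cut at about 54% in these data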;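 note: plate controls were DMSO wells for no effect and 5 µM unlabelled arrestin peptide for full effect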
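Material – GST-tagged AP2 beta2-adaptin appendage (R879A) on 4 µm glutathione beads · Probe or stimulus – fluorescein-tagged arrestin peptide at 50 nM final · Timing – 12 min plus 1 h, RT · Detection – bead flow cytometry, FITC channel · Read-out basis – inhibition as reduced fluorescein signal on beads, percent · Medium – PBS plus Tween 20 (0.05%) and BSA (0.1%)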
RTF Ca sens act: cardiac RTF calcium sensitivity activators, primary screen, biochemical, IANBD-TnC fluorescence, EC20 calcium | Troponin I, cardiac muscle (Homo sapiens) + Troponin T, cardiac muscle (Homo sapiens) + … | IANBD-labeled TnC RTF fluorescence at EC20 calcium; 0% EC20 calcium, 100% full calcium | activation, % at 7.2 µM | 0.24% of 340,000 active;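 active = activation above the mean over all tested compounds plus 3 SD, cut at about 30% in these data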;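 note: rise in fluorescence read as greater calcium sensitivity of cardiac thin filaments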
Keap1-Nrf2 PPI: Keap1-Nrf2 protein-protein interaction inhibitors, primary screen, biochemical, fluorescence polarization, single point. Kelch-like ECH-associated protein 1 (Homo sapiens), Q14145. Keap1 Kelch-Nrf2 peptide fluorescence polarization, 1536-well. inhibition, % at 9.4 µM. 0.15% of 340,000 active; in the data active = inhibition above about 12%; inconclusive = no clear call, values can overlap the other calls; inactive = below about 7.3%;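 note: human Keap1 Kelch domain with fluorescein labeled Nrf2 9mer peptide probe; 0% = neutral control wells and 100% = peptide positive control; higher means more block of Keap1 binding to Nrf2 peptide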
Cardiac RTF inh: cardiac RTF calcium sensitivity inhibitors, primary screen, biochemical, IANBD-TnC fluorescence, EC70 calcium. AID 493244, 2011. inhibition, % at 7.15 µM. Troponin I, cardiac muscle (Homo sapiens) + Troponin T, cardiac muscle (Homo sapiens) + …. 0.12% of 340,000 active. IANBD-labeled cardiac RTF, Ca2+ fluorescence;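 active = inhibition above the mean inhibition of all tested compounds plus 3 SD, cut at about 17% in these data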;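 note: assay run at fixed EC70 calcium of 1.6 mM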
Wnt act: Wnt/beta-catenin pathway activators, primary screen, cell-based, plate reader, single point. activation, % at 9.35 µM. AID 743398, 2014. Wnt/beta-catenin reporter cell assay, activator. 1.2% of 300,000 active; in the data active = activation above about 30%, passing the limit was not always enough; inconclusive = no clear call, values can overlap the other calls;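 note: 0% = neutral control wells and 100% = positive control wells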
MOR-DOR inv ag: inverse agonists of MOR-DOR heterodimerization, primary screen, cell-based, luminescence | cell-based MOR-DOR heterodimer luminescence, inverse agonism | 0.21% of 340,000 active | inhibition, % at 9.3 µM | Mu-type opioid receptor (Homo sapiens) + Delta-type opioid receptor (Homo sapiens), …; in the data active = inhibition above about 22%, passing the limit was not always enough;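 note: 0% = cells with DMSO and 100% = wells without cells with DMSO; values of inactives mirror those of a sister screen read the other way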
Target sequence (P35372 whole entry, looked up): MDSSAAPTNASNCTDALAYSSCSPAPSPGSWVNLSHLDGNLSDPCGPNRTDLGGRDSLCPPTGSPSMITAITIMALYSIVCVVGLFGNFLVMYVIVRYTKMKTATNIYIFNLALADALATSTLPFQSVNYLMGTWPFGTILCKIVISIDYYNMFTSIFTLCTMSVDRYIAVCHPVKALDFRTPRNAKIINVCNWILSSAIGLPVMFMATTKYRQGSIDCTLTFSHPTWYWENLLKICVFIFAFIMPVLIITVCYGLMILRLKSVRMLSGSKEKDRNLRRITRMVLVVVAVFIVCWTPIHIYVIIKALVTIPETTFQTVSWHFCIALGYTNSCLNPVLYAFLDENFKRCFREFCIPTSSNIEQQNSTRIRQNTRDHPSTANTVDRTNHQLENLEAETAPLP
Target sequence (P41143 whole entry, looked up): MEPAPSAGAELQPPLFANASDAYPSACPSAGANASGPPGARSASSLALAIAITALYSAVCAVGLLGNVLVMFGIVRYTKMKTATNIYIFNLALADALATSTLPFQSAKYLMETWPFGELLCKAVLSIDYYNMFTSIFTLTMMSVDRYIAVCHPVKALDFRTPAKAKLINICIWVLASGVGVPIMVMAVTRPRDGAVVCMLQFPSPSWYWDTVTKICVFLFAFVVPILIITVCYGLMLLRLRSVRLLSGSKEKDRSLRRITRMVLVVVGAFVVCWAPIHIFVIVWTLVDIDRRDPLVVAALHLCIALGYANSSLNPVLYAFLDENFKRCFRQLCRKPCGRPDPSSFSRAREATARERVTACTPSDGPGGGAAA
OPRM1-OPRD1 ag: agonists of OPRM1-OPRD1 heterodimerization, primary screen, cell-based, luminescence; cells; activation, % at 9.3 µM; 0.3% of 340,000 active; AID 504326, 2011; in the data active = activation above about 18%;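 note: 0% = vehicle-treated cells and 100% = reference agonist; values of inactives mirror those of a sister screen read the other way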
DSG3 Ab inh: inhibitors of pemphigus antibody binding to DSG3, primary screen, biochemical, bead-based, flow cytometry, scFv-GFP; Desmoglein-3 (Homo sapiens), P32926; DSG3-coupled beads, scFv-anti-DSG3-GFP binding; hits give low values; binding (percent of control), % at 10 µM; 0.48% of 310,000 active; AID 588358, 2011;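 active = binding more than 3 SD below its plate's average and above zero; inconclusive = below that plate limit but binding exactly zero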;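 note: hits lower antibody fragment binding to DSG3; some compounds called inactive have numbers as strong as hits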
The depositor's hits bear a star; ? = inconclusive; . = no result given.

LANA DNA inh	V-ATPase pHluor	Arrestin-AP2 inh	RTF Ca sens act	Keap1-Nrf2 PPI	Cardiac RTF inh	Wnt act	MOR-DOR inv ag	OPRM1-OPRD1 ag	DSG3 Ab inh	compound
-0.4	-1	1	-1	-7	-3	-6	8	-1.4	108	CN1C[C@@H]2C(c3ccc(C(F)(F)F)cc3)C3(c4ccccc4)CC2(C3)[C@H]1c1ccccc1 (some centres undefined)
-1.9	-5	33	-3	-2	-5	1	-1	0.1	120	CCN(CC(=O)NCc1cccs1)C(=O)c1cccc(S(=O)(=O)NC)c1
0.6	-1	-5	1	-2	-5	-4	11	-1.9	101	CC(C)NC(=O)COC(=O)c1cncc(Br)c1
0.2	2	22	6	-2	-9	2	-4	0.7	101	CCC(C)N(C(=O)COC(=O)C1CCN(S(=O)(=O)c2ccc(C)c(C)c2)CC1)C1CCS(=O)(=O)C1 (centres undefined)
1.1	3	-4	0	-4	-6	-2	-5	0.7	106	CC(NC(=O)NC(=O)c1cccc([N+](=O)[O-])c1)C1CC1 (centres undefined)
-1.8	-1	33	0	-2	-4	-2	15	-3.0	103	COc1ccc(S(=O)(=O)NNC(=O)Nc2ccc(C)cc2)c(OC)c1
4.8	-3	-8	-2	5	-12	.	8	-1.6	105	CCOc1ccc(NC(=O)c2ccc(CSc3nnnn3C)cc2)cc1
0.6	-4	0	4	-1	-5	-1	15	-3.1	.	O=C(NNc1nc(N2CCOCC2)nc(N2CCOCC2)n1)c1ccccc1
-1.0	0	-3	0	-6	-12	-2	-3	0.5	95	COc1ccc(C(=O)NCC2OCCc3ccccc32)cc1 (centres undefined)
0.9	0	-10	-4	-4	-2	-1	5	-0.9	109	Cc1cccc(NC(=S)N2CCCCCC2)c1C
2.0	-4	6	3	-1	-4	-1	14	-2.4	103	NC(=O)C1CCN(C(=O)COc2cccc3ccccc23)CC1
0.8	-2	-4	2	-5	-11	.	8	-1.5	98	COC(=O)c1ccccc1NC(=O)CSCC(=O)Nc1ccccc1OC
0.8	-1	-11	0	-3	-5	.	-28	6.1	110	CC(C)On1c(SC(C)C)nc2ccccc2c1=O
0.8	1	3	13	-3	-18	-2	2	-0.3	97	O=c1c2ccccc2n2c(-c3cccc(Cl)c3)nnc2n1Cc1ccccc1
-1.3	-3	2	1	-3	-6	1	9	-1.5	102	O=C(NCc1ccc(Cl)cc1)c1cccc2c1C(=O)N(CC1CCCO1)C2 (centres undefined)
-0.5	-3	11	-2	-1	-21	-1	3	-0.4	.	Cc1sc2ncn(CC(=O)NCCCN3CC(C)CC(C)C3)c(=O)c2c1S(=O)(=O)N1CC(C)CC(C)C1 (centres undefined)
-2.6	2	9	3	-5	-17	-1	1	-0.2	84	COc1cc2c(cc1OC)-c1cc(N3CCCc4ccccc43)nc(=O)n1CC2
0.0	1	2	-7	-4	-8	5	9	-1.4	97	CCN(C(=O)CSc1nnnn1-c1ccccc1)c1c(N)n(Cc2ccccc2)c(=O)[nH]c1=O
0.4	-2	.	3	-4	0	-4	11	-2.1	96	S=c1[nH]nc(-c2ccco2)n1/N=C/c1ccccc1Cl
-2.8	2	52	-10	6	7	5	9	-1.9	113	COc1cc(OC)c(C(=O)Nc2ccncc2)cc1OC
-1.0	-2	20	4	-3	-7	2	14	-3.0	95	C#CCOCCOCCOCCNc1nc(N2CCN(C(=O)[C@H](CCCN=C(N)N)n3cc(C(N)[C@@H](C)CC)nn3)CC2)nc(N2CCN(C(=O)[C@H](CO)n3cc([C@@H](N)C(C)C)nn3)CC2)n1 (some centres undefined)
1.1	-6	8	1	-1	-1	3	21	-3.7	107	O=C1CC(c2ccccc2)CC2=C1C(c1ccccn1)Nc1ccccc1N2 (centres undefined)
-1.9	-7	3	2	-3	4	13	3	-0.5	98	COC(=O)c1ccc(N2OC3(C)C=CC2CC3)cc1 (centres undefined)
0.5	0	-10	-4	1	-3	1	8	-1.4	98	CN(C)S(=O)(=O)n1cc(/C=C(\NC(=O)c2ccccc2Cl)C(=O)NCCCn2ccnc2)c2ccccc21

The final 2 records of the part before are carried over, then new ones follow.
LANA DNA inh	V-ATPase pHluor	Arrestin-AP2 inh	RTF Ca sens act	Keap1-Nrf2 PPI	Cardiac RTF inh	Wnt act	MOR-DOR inv ag	OPRM1-OPRD1 ag	DSG3 Ab inh	compound
-1.9	-7	3	2	-3	4	13	3	-0.5	98	COC(=O)c1ccc(N2OC3(C)C=CC2CC3)cc1 (centres undefined)
0.5	0	-10	-4	1	-3	1	8	-1.4	98	CN(C)S(=O)(=O)n1cc(/C=C(\NC(=O)c2ccccc2Cl)C(=O)NCCCn2ccnc2)c2ccccc21
0.6	-2	2	0	1	2	1	2	-0.4	99	NNC(=O)c1ccc(CSc2nc3ccccc3s2)cc1
-1.5	2	-8	10	-2	3	.	2	-0.3	102	CCc1c(C(C)S(=O)(=O)c2ccc(C)cc2)[nH]c(=O)n1-c1ccc(OC(F)(F)F)cc1 (centres undefined)
-1.2	2	1	-3	-3	-2	-1	23	-4.3	98	O=C(OCC(=O)c1ccc(Cl)s1)c1cnccn1
1.7	-7	-9	-1	3	3	.	-19	3.5	83	Cc1cc(C(=O)CCC(=O)N2CCN(S(=O)(=O)c3cccs3)CC2)c(C)s1
-1.4	-3	-2	-3	-1	3	-1	5	-1.1	91	COc1ccc(S(=O)(=O)N(C)C)cc1NC(=O)COC(=O)c1nc2nccc(C)n2n1
-2.4	0	-5	7	-5	-6	-3	12	-2.3	105	Cn1nnnc1SCc1ccccc1F
0.4	-1	23	-5	0	2	5	11	-1.7	.	COc1cc(-c2nc3n(n2)C(c2ccncc2)C(C(N)=O)=C(C)N3)cc(OC)c1OC (centres undefined)
0.2	-1	15	0	-4	-4	-5	4	-0.8	98	Cc1nc2ccccc2c(C)c1C(=O)c1ccccc1
1.9	1	7	6	0	-1	-4	18	-3.0	108	COCCn1c(N)c(C(=O)NCC2CCCO2)c2nc3ccccc3nc21 (centres undefined)
0.2	0	1	-3	-3	-3	.	3	-0.7	98	O=C(NCc1ccccc1)[C@@H]1CSC2c3ccccc3C(=O)N21 (some centres undefined)
5.2	-5	-13	4	5	-13	4	8	-2.0	.	COc1ccc(NC(=O)CSc2nnc(-c3ccc(F)cc3)o2)cn1
-0.5	3	-3	2	1	-4	.	12	-2.3	100	CCn1c(COc2ccc(C)cc2)nnc1SCC(=O)NNC(=O)c1ccc(OC)cc1
0.0	-7	12	-5	1	0	.	-28	5.2	101	Cc1cc(C(=O)N(C2CCCCC2)C2CCCCC2)no1
-1.9	1	1	1	-3	3	11	12	-2.2	102	CC(CNS(=O)(=O)c1ccc(Br)cc1)CN(C)C (centres undefined)
-0.2	3	-9	-4	-6	8	0	1	-0.1	.	COc1ccccc1C(=O)NNC(=O)C1CCCO1 (centres undefined)
0.1	2	-9	-4	-2	1	0	9	-1.6	101	COC(=O)C1(C)NC(c2ccco2)C2C(=O)N(c3ccc(F)cc3)C(=O)C21 (centres undefined)
-0.9	2	-3	7	-2	-1	-4	9	-1.6	.	Cc1nc2cc(F)ccc2n1C1CCN(S(=O)(=O)c2ccccc2)CC1
-0.6	5	-11	-1	-2	-22	-2	1	-0.2	106	Cc1ccc(S(=O)(=O)N2CCN(C(=O)C(C)Cn3cncn3)CC2)cc1C (centres undefined)
-1.6	-6	-3	-4	1	3	.	13	-2.2	98	Clc1ccc(-c2nnc(SCc3cn4ccsc4n3)n2CC2CCCO2)cc1 (centres undefined)
0.6	2	-2	3	-1	-2	0	-7	1.6	111	COc1ccc(NC(=O)NN2CCN(C)CC2)cc1OC
0.5	2	.	2	2	-1	-1	-14	1.9	102	O=S(=O)(NCc1ccccc1)NCc1cccc(C(F)(F)F)c1
-1.6	-1	0	-6	-5	6	.	10	-1.9	98	CCOc1ccc(N(CCC#N)S(=O)(=O)c2ccc(OC)cc2)cc1
-0.8	-8	3	5	-2	-11	0	9	-2.3	104	CCOC(=O)c1sc(N)c(C#N)c1COC(=O)C1=COCCO1
3.0	0	-2	0	3	-11	3	16	-2.9	.	CCOC(=O)c1ccc(-n2c(=O)[nH]c3ccccc3c2=O)cc1
-0.8	1	-2	-3	1	7	-5	-22	3.1	101	O=C1COc2ccc(C(=O)COC(=O)c3sc4ccccc4c3Cl)cc2N1
1.9	4	0	6	-6	5	?	5	-0.9	114	c1ccc(-c2csc(-c3ccc(-c4csnn4)cc3)n2)cc1
0.8	2	1	-3	2	-6	-37	-56	8.6	86	Nc1ccccc1Nc1cccc(C(F)(F)F)c1
-1.6	.	1	-7	12*	3	-4	-17	2.4	110	O=C(CN1C(=O)NC2(CCCC2)C1=O)Nc1ccc(C(F)(F)F)cc1
1.0	2	15	3	0	-11	11	-64	12	98	Cc1cccc(-n2ncc3c(NCc4ccccc4)ncnc32)c1
1.5	2	2	-3	0	-9	.	1	-0.2	106	CCOc1ccc(NS(=O)(=O)c2cc(Cl)ccc2OC)cc1
-0.8	2	1	4	-1	-2	0	11	-2.2	97	CC(Cl)C(=O)NN=C(c1ccccc1)c1ccccc1 (centres undefined)
1.2	4	-14	-6	6	-4	24	-9	1.7	97	O=C(Nc1nc2c(F)cc(F)cc2s1)C1CCN(C(=O)c2ccc(F)cc2)CC1
0.7	2	12	-3	-2	-11	-9	13	-2.3	109	O=C(Nc1ccccc1)c1ccc(S(=O)(=O)Nc2cccc(O)c2)cc1
0.5	-4	25	-2	2	-1	.	9	-1.5	96	COc1ccc(NC(=O)C23CC4CC(C2)CC(n2cnc(Br)n2)(C4)C3)cc1Cl
-1.7	-2	-3	4	-7	3	-1	1	-0.2	120	CN(C(=O)CSc1ccncc1)C1CCCN(Cc2ccccc2F)C1 (centres undefined)
2.8	-1	-6	-3	-2	-10	-2	5	-0.8	112	COc1cc2nc(-c3cccs3)oc(=O)c2cc1OC
4.8	4	13	-9	-3	3	-4	-3	0.4	109	Cc1cccc(C2=N/C(=C/c3cccs3)C(=O)O2)c1
0.3	0	4	0	-3	8	-1	11	-1.6	99	COC(=O)c1ccccc1N(C)S(=O)(=O)c1cc2c3c(c1)CCC(=O)N3CCC2
-0.2	6	7	-3	-10	-7	-1	3	-0.7	104	CCOc1ccc(-n2c(CCc3ccccc3)n[nH]c2=S)cc1

No enrichment for hits (roughly 3.1% active in at least one column).
